Screens deposited in PubChem by The Scripps Research Institute Molecular Screening Center.
SIAE primary = human SIAE inhibitors, primary screen, biochemical, fluorescence polarization, FP-Rh probe, 1536-well HTS | SIAE FP-Rh probe binding | inhibition, % at 9.66 µM | actives 0.69% (n = 370,000) | AID 1053197, 2014;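 active = inhibition above a cutoff: mean of compounds within the control limits plus 3 SD of those, cut at about 17% in these data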;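 note: 0% = plate median of compound wells and 100% = probe without SIAE protein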
Target sequence (Q9HAT2 whole entry, looked up): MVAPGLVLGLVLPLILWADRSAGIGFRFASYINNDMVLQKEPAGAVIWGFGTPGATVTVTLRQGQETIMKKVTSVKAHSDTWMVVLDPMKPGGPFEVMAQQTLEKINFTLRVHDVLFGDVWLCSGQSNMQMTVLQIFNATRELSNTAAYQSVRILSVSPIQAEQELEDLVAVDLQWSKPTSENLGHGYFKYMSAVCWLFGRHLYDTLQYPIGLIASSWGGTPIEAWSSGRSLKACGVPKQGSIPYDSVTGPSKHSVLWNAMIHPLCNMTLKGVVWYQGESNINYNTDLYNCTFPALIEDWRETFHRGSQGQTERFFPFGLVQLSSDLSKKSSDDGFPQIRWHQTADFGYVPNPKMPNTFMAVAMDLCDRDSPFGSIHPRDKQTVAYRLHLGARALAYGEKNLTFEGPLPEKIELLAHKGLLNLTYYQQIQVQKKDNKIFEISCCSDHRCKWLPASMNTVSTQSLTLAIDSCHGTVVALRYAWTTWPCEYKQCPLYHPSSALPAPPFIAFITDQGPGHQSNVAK
TDP2 absorb = human TDP2 enzyme inhibitors, primary screen, biochemical, epi absorbance, recombinant enzyme. Tyrosyl-DNA phosphodiesterase 2 (Homo sapiens), O95551. T5PNP hydrolysis, p-nitrophenol absorbance 415 nm. inhibition, % at 12.8 µM. actives 0.34% (n = 370,000). AID 720702, 2013;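 active = inhibition above the mean of all tested compounds plus 3 SD, set per campaign, cut at about 25% in these data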;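 note: 0% = DMSO with enzyme and 100% = buffer with substrate but no TDP2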
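Assay system: recombinant human TDP2 / Reagent: T5PNP substrate at 5 mM, a TopII-DNA adduct mimic / Measured by: epi absorbance from released p-nitrophenol / Evaluation: % inhibition relative to enzyme-containing and enzyme-free wells / Control set: enzyme-free and DMSO wells / Replicates: each compound tested once, singlicate / Schedule: enzyme reaction with compound for 2 h at 37 °C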
LEDGF integ inh = blockers of LEDGF/p75-dependent integrase strand transfer – biochemical, TR-FRET, high throughput, primary screen. actives 0.64% (n = 370,000). inhibition, % at 3.7 µM. HIV-1 integrase (with human LEDGF/p75). TR-FRET IN-LEDGF/p75 DNA integration, Eu/Cy5;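 active = inhibition above the screen-wide mean plus 3 SD, cut at about 13% in these data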;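 note: signal is the Cy5 over europium emission ratio at 671 and 618 nm; 0% = plate median of compound wells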
MBD2 DNA inh = inhibitors of MBD2 binding to methylated DNA, primary screen, biochemical, TR-FRET, DNA-binding domain, human; Methyl-CpG-binding domain protein 2 (Homo sapiens), Q9UBB5; MBD2 binding to methylated oligonucleotide; inhibition, % at 4.4 µM; actives 0.31% (n = 370,000); AID 686964, 2013; in the data active = inhibition above about 13%
PRMT1 FP inh = PRMT1 methyltransferase inhibitors, primary screen, biochemical, fluorescence polarization; recombinant PRMT1, activity-based probe fluorescence polarization; Protein arginine N-methyltransferase 1 (Homo sapiens), Q99873; actives 1.3% (n = 370,000); inhibition, % at 2.79 µM; AID 652257, 2013;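 active = inhibition above about 21% made by adding two undisclosed values, limit read from the data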
Target sequence (Q99873 whole entry, looked up): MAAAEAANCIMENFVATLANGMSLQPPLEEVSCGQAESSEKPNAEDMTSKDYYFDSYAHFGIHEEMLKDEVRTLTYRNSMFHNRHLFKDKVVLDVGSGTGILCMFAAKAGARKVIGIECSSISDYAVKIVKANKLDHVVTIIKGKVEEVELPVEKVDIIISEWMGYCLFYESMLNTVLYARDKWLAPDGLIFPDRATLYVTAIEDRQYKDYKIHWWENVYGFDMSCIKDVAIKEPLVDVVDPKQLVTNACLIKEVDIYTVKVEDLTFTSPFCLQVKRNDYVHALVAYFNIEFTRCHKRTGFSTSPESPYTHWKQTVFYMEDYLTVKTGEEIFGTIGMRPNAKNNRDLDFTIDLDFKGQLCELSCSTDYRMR
DDE Tn7 FP inh = inhibitors of Tn7 peptide binding to fibrin DD(E), primary screen, biochemical, fluorescence polarization, human fibrin, Tn7 probe. Fibrinogen beta chain (Homo sapiens), P02675. FP displacement of FITC-Tn7 peptide from fibrin DD(E); 0% = median of compound wells per plate. inhibition, % at 8.3 µM. actives 0.13% (n = 370,000). AID 720508, 2013;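 active = inhibition above the mean of compounds falling within the control limits plus 3 SD of them, cut at about 14% in these data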;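 note: 0% = plate median of compound wells and 100% = 10 µM Aha-Tn7 peptide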
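Assay system: Fibrin-DD(E) protein isolated from polymerized human fibrin clots; read-out basis: percent inhibition; medium: Tris/NaCl/CaCl2 buffer, pH 7.8; signal: FP measurement; incubation: 10 min plus 3 h, room temperature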
KLK7 zymogen act = proKLK7 zymogen activators, primary screen, biochemical, fluorescence intensity | activation, % at 7 µM | actives 0.9% (n = 370,000) | purified proKLK7, EDANS-DABCYL substrate fluorescence; 100% is mature enzyme control, 0% vehicle | Kallikrein-7 (Homo sapiens), P49862 | AID 652039, 2013;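 active = activation above the mean of all tested compounds plus 3 SD, computed per campaign excluding outliers beyond control limits, cut at about 13% in these data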
Tn6 DDE FP = inhibitors of Tn6 peptide binding to fibrin DD(E), primary screen, biochemical, fluorescence polarization, human fibrin, Tn6 probe | AID 720509, 2013 | Fibrin DD(E) TRITC-Tn6 fluorescence polarization displacement | Fibrinogen beta chain (Homo sapiens), P02675 | actives 0.21% (n = 370,000) | inhibition, % at 8.3 µM;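 active = inhibition above a per-campaign cutoff: mean of compounds within control limits plus 3 SD, cut at about 15% in these data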;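 note: 0% = median of all compound wells on the plate and 100% = blocking peptide control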
TCR CD3 inh = inhibitors of human TCR-CD3 interaction, primary screen, biochemical, fluorescence, TAMRA-labeled TCR probe | T-cell receptor (TCR) | inhibition, % at 9.4 µM | actives 0.37% (n = 360,000) | AID 651800, 2012; in the data active = inhibition above about 19%;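 note: recombinant mutant TCR 2C K166C tagged with TAMRA read by polarization; 0% = receptor in buffer alone and 100% = receptor with positive control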
UHRF1 binding = UHRF1 methylated DNA binding inhibitors, primary screen, counter-screen for MBD2 inhibitor project, biochemical, TR-FRET, human UHRF1, single concentration; AID 687016, 2013; E3 ubiquitin-protein ligase UHRF1 (Homo sapiens), Q96T88; UHRF1 binding to methylated oligo; inhibition, % at 4.4 µM; actives 0.75% (n = 370,000); in the data active = inhibition above about 21%;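 note: UHRF1 SRA domain binding a hemimethylated CpG hairpin DNA probe; 0% = median of test compound wells and 100% = reference inhibitor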
Numbers without * were called inactive; · = not tested or not shown.

Each structure is followed by: LEDGF integ inh	DDE Tn7 FP inh	UHRF1 binding	KLK7 zymogen act	MBD2 DNA inh	SIAE primary	TCR CD3 inh	PRMT1 FP inh	Tn6 DDE FP	TDP2 absorb
1: COC(=O)Cc1ccc(NC(=S)Nc2ccccn2)cc1
→ 0.1	-6.1	2.6	-0.9	-5.0	1.2	7.7	-1.6	-1.2	-4.4
2: CC1CCCCN1CCNC(=O)Cn1nc(-c2ccccc2)ccc1=O (stereo not drawn)
→ -1.0	3.5	-3.3	0.5	-1.0	-3.1	-0.2	-6.8	6.8	-7.0
3: COc1ccc(CNC(=O)CN2C(=O)C3CCCN3c3ncc(Cl)cc32)cc1 (stereo not drawn)
→ -2.3	3.5	-4.0	-15.0	-3.9	-28.4	4.6	-1.2	-2.5	-13.6
4: Cc1cc2sc(C(=O)O)c(C)c2s1
→ -1.1	7.7	-2.8	0.4	2.2	4.9	2.1	0.5	6.6	3.0
5: O=C(O)c1ccccc1C(=O)Nn1cnnc1
→ -1.6	1.2	1.9	-0.2	-3.0	1.6	-2.1	6.8	2.3	-0.7
6: CC(=O)Nc1ccc(OS(=O)(=O)c2ccc([N+](=O)[O-])cc2)cc1
→ 1.3	-2.1	0.9	-0.2	6.5	-3.5	-0.3	2.8	2.1	0.2
7: O=C(Nc1nccs1)c1ccc(F)c(S(=O)(=O)N2CCOCC2)c1
→ -1.1	0.8	6.3	0.1	6.5	2.6	-1.5	0.8	-4.7	1.2
8: CC(C)CCNC1c2ccccc2C(=O)N1Cc1ccccc1 (stereo not drawn)
→ 3.6	2.0	-0.1	0.5	-1.1	-3.9	5.1	-2.8	-0.9	-7.5
9: COc1ccc2c(/C=C/c3cc[n+](C)cc3)c[nH]c2c1
→ -3.9	-3.7	-58.9	0.8	-25.4	0.5	-5.5	-6.3	-7.1	-0.5
10: Brc1ccc(NC2=Nc3ccccc3CC2)cc1
→ -1.8	2.8	-0.8	0.1	-4.6	9.1	-0.4	-1.4	0.9	7.0
11: COc1ccc(C(=O)COC(=O)CCC(=O)c2cccs2)cc1
→ 2.9	4.5	-0.5	0.4	-0.8	-6.2	3.7	0.1	-4.7	-8.4
12: CC1(C(=O)NS(=O)(=O)c2cccc(OC(F)F)c2)CCN1C(=O)CCc1cccs1 (stereo not drawn)
→ -0.3	-3.1	4.7	-0.6	-1.7	9.4	10.9	-1.3	-4.6	7.7
13: CCc1cc(=O)oc2cc(OCC(=O)OC)c(Cl)cc12
→ -1.9	-3.4	0.9	3.2	7.3	0.2	0.2	5.0	4.9	-0.4
14: COc1ccccc1N/C=C/c1onc(C)c1[N+](=O)[O-]
→ -1.4	6.2	-0.8	0.0	0.2	1.7	5.1	-2.9	8.6	-0.9
15: CC1(C)CC(=O)C(C=NCC2CCN(C(=S)Nc3ccccc3)CC2)=C(O)C1
→ 2.8	-4.1	1.8	-0.1	-4.5	-5.0	-1.7	6.2	-5.8	-6.1
16: COc1cccc(CNC(=O)Cn2c(-c3ccccc3)cc(C(C)=O)c2C)c1OC
→ 4.6	0.2	0.8	-0.6	-0.4	-3.1	·	-5.4	-1.0	-9.5
17: CC(C)Sc1cc(N2CCCC2)nc(-c2ccccc2Cl)n1
→ -5.1	-4.7	7.0	-0.2	7.7	8.2	-6.3	5.5	-3.8	-9.8
18: O=C(NC(Cc1ccc2c(c1)OCO2)C(=O)NC(Cc1ccccc1)C(=O)O)c1ccccc1 (stereo not drawn)
→ 2.7	0.5	0.4	-0.3	-2.3	-6.2	-5.1	4.7	-2.0	-9.5
19: CN1CCCC(C#CC(O)(c2ccccc2)c2ccccc2)C1 (stereo not drawn)
→ -5.3	2.6	0.9	-0.3	-0.6	0.9	-8.4	4.4	3.8	-2.5
20: O=C(Nc1nnc(Cc2c[nH]c3ccccc23)s1)c1ccc(Cl)cc1Cl
→ -9.1	0.8	3.8	-0.7	5.0	-8.9	-5.9	0.4	-1.8	-2.8
21: COc1cccc(-c2nnc(NC(=O)C(C)C)o2)c1
→ 1.1	1.1	-2.1	-0.5	2.4	5.3	-2.5	-3.0	-8.7	7.8
22: COc1ccc(OC)c2[nH]c(=O)c(CCNC(=O)Cc3cccs3)cc12
→ -0.3	3.5	0.2	1.2	-0.7	-2.2	2.9	-3.7	3.9	-3.8
23: COc1ccc(CN(C)C(=O)c2ccc(OCC(=O)Nc3cccc(C(F)(F)F)c3)c(OC)c2)c(OC)c1
→ -2.3	4.1	-0.5	0.2	2.7	-15.0	-5.1	2.3	-0.6	0.4
24: Cc1ccc(-c2nc3ccccc3[nH]2)cc1NC(=O)c1ccc2c(c1)OCO2
→ 1.7	2.8	2.1	1.1	1.9	-17.1	-2.6	3.4	-1.1	-1.0
25: CCCCn1nc(NC(=O)COC)c2cc3cc(OC)ccc3nc21
→ -7.2	-1.4	0.6	1.0	-3.3	-0.9	-2.2	0.2	0.6	-12.6
26: O=C(O)CCC(=O)N(Cc1ccco1)C1CC(=O)N(c2ccccc2)C1=O (stereo not drawn)
→ 0.9	8.2	-0.4	-0.1	-1.3	2.9	-0.2	-0.3	4.4	0.8
27: O=C(N/C(=C/c1cccnc1)C(=O)N1CCOCC1)c1ccccc1
→ 0.2	3.9	-1.3	-0.7	0.8	-1.9	11.0	-1.4	3.4	8.2
28: CS(=O)(=O)c1ccc2nc(NC(=O)c3ccco3)sc2c1
→ -0.5	4.8	-0.3	-0.6	3.1	-7.7	-3.6	4.2	-3.4	-0.6
29: COc1cncc(-c2cnc3sc(NCCc4ccccn4)nn23)c1
→ -2.0	-5.0	-0.8	-1.3	-2.8	-4.7	-3.0	-3.0	0.7	-4.8
30: COc1ccc(N2CCN(C(=O)c3cccc(S(=O)(=O)N4CCCc5ccccc54)c3)CC2)cc1
→ -5.3	-0.6	16.5	0.1	10.0	7.5	-3.9	3.0	-0.7	-4.2
31: CC(C(=O)NC1CCCC1)N(Cc1ccc2c(c1)OCO2)C(=O)c1snc(C(N)=O)c1N (stereo not drawn)
→ 1.0	1.9	-3.2	1.5	-3.5	1.2	-1.3	-3.4	1.5	5.2
32: COc1ccc(-c2noc(CCC(N)=O)n2)cc1OC
→ 0.9	-3.8	-1.9	-0.5	2.7	2.0	-3.5	-0.7	-5.5	20.6
33: COC(=O)NCC12CC3CC(C1)CC(CNC(=O)OC)(C3)C2
→ 0.6	-4.5	-0.1	0.5	4.8	5.3	0.7	-1.4	0.5	-0.3
34: COc1ccc2c(c1)CN1CN(CC(C)C)S(=O)(=O)CC21 (stereo not drawn)
→ 3.1	-0.9	-5.0	-0.4	1.1	-2.9	·	-3.2	-1.6	13.4
35: O=C(Cn1nnc(-c2ccccc2F)n1)Nc1cccc2ncccc12
→ 1.8	-12.4	-0.5	0.3	-0.6	-4.0	7.8	-0.2	7.7	2.0
36: Cc1nnc(SCC(=O)NNC(=O)CC#N)[nH]c1=O
→ 1.9	6.7	1.3	-0.5	5.1	-1.2	-3.8	4.0	-8.4	2.8
37: O=C(NCCC(=O)N1CCN(S(=O)(=O)c2ccc(F)cc2)CC1)Nc1ccccc1
→ 7.2	0.6	-0.4	-0.3	-1.1	7.6	5.4	-1.3	1.2	-11.5
38: Cn1cc([N+](=O)[O-])c(C(=O)N/N=C/c2ccncc2)n1
→ -0.5	2.4	-0.8	-0.2	5.0	17.1*	1.8	-3.5	4.8	-15.8
39: Cc1ccc(C(=O)NC(C)c2ccc(-n3ccnc3)cc2)c(C)c1 (stereo not drawn)
→ 2.9	1.2	-0.4	-0.1	6.0	-11.6	4.2	-7.8	3.4	2.6
40: Cc1nnc(NC(=O)CSc2nccn2Cc2ccc(F)cc2)s1
→ -0.6	-1.6	4.8	0.0	1.2	-0.9	-0.7	3.9	-4.0	-6.2
41: Cc1[nH]c(=O)[nH]c(=O)c1S(=O)(=O)Nc1ccc(S(N)(=O)=O)cc1
→ 2.4	0.1	4.8	0.0	-3.6	0.9	-2.1	5.7	1.7	1.3
42: COc1ccc(CC(=O)n2[nH]c(=O)cc(C)c2=O)cc1OC
→ -0.8	-1.1	8.1	-0.6	2.9	5.2	7.0	4.7	-2.4	7.3
43: Cc1cc(C)c2nc(SCC(=O)N3CCCCC3)c(C#N)cc2c1
→ 1.1	-5.9	2.3	-0.6	1.4	-0.5	-5.6	1.8	3.7	11.3
44: CCOc1ccc(Nc2nc(Cc3nnc(SCC(=O)NCc4ccco4)n3CC)cs2)cc1
→ 11.9	3.5	-0.4	0.1	-6.7	0.9	2.5	9.9	-2.0	-12.7
45: COCCNC(=O)CS(=O)Cc1nc(-c2ccc(OC)cc2)oc1C (stereo not drawn)
→ -2.8	2.3	0.7	-0.1	0.5	-2.3	-1.0	1.2	-5.7	10.6
46: Cc1ccc(S(=O)(=O)/N=C(\N)Nc2nc(C)c3ccccc3n2)cc1
→ -2.4	-1.9	2.5	0.0	-1.6	-14.8	3.3	-3.3	-1.9	-20.7
47: Cc1cccc(-n2nnnc2SCC(=O)NCCN2C(=O)CSC2=O)c1
→ -0.2	2.0	-0.1	-0.6	1.2	-5.0	7.0	1.4	2.8	7.2
48: CC(C)C(NS(=O)(=O)c1ccccc1)C(=O)OCc1cc([N+](=O)[O-])cc2c1OCOC2 (stereo not drawn)
→ -6.0	-1.1	-2.7	0.5	-1.2	-8.6	8.1	-1.1	-0.7	-4.8
49: CCc1ccc2oc(C(=O)Nc3nonc3C)c(C)c2c1
→ 1.9	0.6	-1.7	0.1	-6.9	-4.2	1.8	-3.3	-4.4	-17.2
50: O=C(CCC1COc2ccccc2O1)NCc1ccco1 (stereo not drawn)
→ 5.5	-10.4	0.6	-0.4	-5.4	-6.9	0.7	0.5	-5.3	-6.0

3 compounds from above, sorted by the number in Tn6 DDE FP, low to high:
nr | Molecule | Tn6 DDE FP
49 | CCc1ccc2oc(C(=O)Nc3nonc3C)c(C)c2c1 | -4.4
46 | Cc1ccc(S(=O)(=O)/N=C(\N)Nc2nc(C)c3ccccc3n2)cc1 | -1.9
47 | Cc1cccc(-n2nnnc2SCC(=O)NCCN2C(=O)CSC2=O)c1 | 2.8
